# PI5P4K alpha inh – blocks human PI5P4K alpha kinase activity; PI5P4Kalpha enzyme, ADP-Glo luminescence, 60 min; stronger effect = lower value; P48426; max response, %; 1.2% of 330,000 active; active = max response of -50% or lower; inconclusive = between -30% and -50%; inactive = -30% or higher; also: value at the top dose of about 77 µM; % is scaled to controls: 0 for no effect and ±100 for the full control effect
#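 PI5P4Kalpha ADP-Glo assay; 5 microM ATP final; 60 min RT reaction; HEPES pH 7.4/EGTA/CHAPS, 5% DMSO; controls lacking substrate or enzyme; luminescent end-point.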
# EPAC1 ag – EPAC1 (human) agonism; Potency, µM (doses to about 154 µM), without a hit: at the top dose activation, actives largely listed as activators; O95398; AID 720707; 0.073% of 360,000 active; EPAC1 agonist qHTS, biochemical assay; response scale: 100% = response to 6.5 mM cAMP; also: potency is read from the fitted curve at half-maximal effect; nearly all actives have a fitted effect of over 60% in size
#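 EPAC1 100 nM, Rap1B–BODIPY-GDP 250 nM, unlabeled GDP 50 uM; compound titration; 5 min RT; kinetic read ex480/em540 at 5-min intervals ×30 min; data normalized to 6.5 mM cAMP agonist control.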
# aSyn yeast inh – inhibitors of alpha-synuclein toxicity in yeast; Yeast expressing alpha-synuclein, growth rescue, BacTiter-Glo, 24 h; Potency, µM (titrated, usually from 46.1 µM), for inactives: at the highest dose growth rescue (activation), usual class: activators; 0.14% of 370,000 active; also: potency is read from the fitted curve at half-maximal effect; % of control where 0% means no effect; nearly all actives have a fitted effect of over 65% in size
#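 Galactose-induced alpha-syn yeast (OD600=0.02, raffinose-pregrown) + pinned cpd, 24 hr, 30 deg C; growth by BacTiter-Glo luminescence. Growth restoration scores as activation.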
# FUS suppressor – suppressors of FUS proteinopathy in yeast; Potency, µM (top dose mostly 76.6 µM), without a hit: at the highest dose growth rescue (activation), actives largely listed as activators; S. cerevisiae FUS-expressing, growth rescue, OD600, 24 h; AID 1347120; 0.24% of 390,000 active;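 also: potency is read from the fitted curve at half-maximal effect; plate controls were DMSO vehicle for no effect and reference control for full effect; nearly all actives have a fitted effect of over 55% in size; some results filed as inactive show a strong effect at the top dose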
#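 Galactose (2%) drives FUS expression in yeast precultured in raffinose; seeding density OD 0.005. Test compounds incubated 24hr at 30C and 99% humidity before absorbance at 600 nm was measured.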
# EPAC1 antagonist – blocks human EPAC1 exchange factor. O95398. EPAC1 GEF assay, Rap1b-BODIPY-GDP exchange fluorescence. Potency, µM (top dose mostly 115 µM), for the others: top-dose activity change, negative = inhibition, usual class: inhibitors. 0.14% of 360,000 active. AID 720709;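 also: potency is read from the fitted curve at half-maximal effect; plate controls were vehicle for no effect and positive control for full effect; nearly all actives have a fitted effect of over 50% in size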
# PLK1 PBD inh – inhibitors of human PLK1 polo-box domain binding | P53350 | Plk1 PBD binding of FITC phosphopeptide, fluorescence polarization | Potency, µM, inactives show max response, negative = inhibition, most hits filed as inhibitors | 2.8% of 360,000 active | AID 720504; also: potency is read from the fitted curve at half-maximal effect; series mostly up to about 57 µM; % is scaled to controls: 0 for no effect and ±100 for the full control effect; nearly all actives have a fitted effect of over 65% in size
# Abeta rescue – A-beta toxicity reversal in yeast; yeast expressing A-beta42, growth rescue, OD600, 48 h; response scale: 0% DMSO, 100% iron-clioquinol control; Potency, µM (titrated, usually from 46.1 µM), for the others: top-dose growth rescue, actives largely listed as activators; 0.063% of 410,000 active; AID 1347071; also: potency is read from the fitted curve at half-maximal effect; nearly all actives have a fitted effect of over 55% in size
#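 Yeast A-beta toxicity model in growth medium with pinned compounds, 48 h at 30 C; growth read as absorbance at 600 nm. Normalized to FeCl3/clioquinol equimolar mix (positive) and DMSO (negative).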
# WRN inhibitor – inhibitors of human WRN helicase; Q14191; WRN helicase unwinding, fluorescent forked duplex, kinetic; Potency, µM (highest dose often 114 µM), without a hit: at the highest dose activity change, negative = inhibition, most hits filed as inhibitors; 0.46% of 360,000 active; AID 651768; also: potency is read from the fitted curve at half-maximal effect; % is scaled to controls: 0 for no effect and ±100 for the full control effect; nearly all actives have a fitted effect of over 55% in size
# Target sequence (Q14191 whole entry, looked up): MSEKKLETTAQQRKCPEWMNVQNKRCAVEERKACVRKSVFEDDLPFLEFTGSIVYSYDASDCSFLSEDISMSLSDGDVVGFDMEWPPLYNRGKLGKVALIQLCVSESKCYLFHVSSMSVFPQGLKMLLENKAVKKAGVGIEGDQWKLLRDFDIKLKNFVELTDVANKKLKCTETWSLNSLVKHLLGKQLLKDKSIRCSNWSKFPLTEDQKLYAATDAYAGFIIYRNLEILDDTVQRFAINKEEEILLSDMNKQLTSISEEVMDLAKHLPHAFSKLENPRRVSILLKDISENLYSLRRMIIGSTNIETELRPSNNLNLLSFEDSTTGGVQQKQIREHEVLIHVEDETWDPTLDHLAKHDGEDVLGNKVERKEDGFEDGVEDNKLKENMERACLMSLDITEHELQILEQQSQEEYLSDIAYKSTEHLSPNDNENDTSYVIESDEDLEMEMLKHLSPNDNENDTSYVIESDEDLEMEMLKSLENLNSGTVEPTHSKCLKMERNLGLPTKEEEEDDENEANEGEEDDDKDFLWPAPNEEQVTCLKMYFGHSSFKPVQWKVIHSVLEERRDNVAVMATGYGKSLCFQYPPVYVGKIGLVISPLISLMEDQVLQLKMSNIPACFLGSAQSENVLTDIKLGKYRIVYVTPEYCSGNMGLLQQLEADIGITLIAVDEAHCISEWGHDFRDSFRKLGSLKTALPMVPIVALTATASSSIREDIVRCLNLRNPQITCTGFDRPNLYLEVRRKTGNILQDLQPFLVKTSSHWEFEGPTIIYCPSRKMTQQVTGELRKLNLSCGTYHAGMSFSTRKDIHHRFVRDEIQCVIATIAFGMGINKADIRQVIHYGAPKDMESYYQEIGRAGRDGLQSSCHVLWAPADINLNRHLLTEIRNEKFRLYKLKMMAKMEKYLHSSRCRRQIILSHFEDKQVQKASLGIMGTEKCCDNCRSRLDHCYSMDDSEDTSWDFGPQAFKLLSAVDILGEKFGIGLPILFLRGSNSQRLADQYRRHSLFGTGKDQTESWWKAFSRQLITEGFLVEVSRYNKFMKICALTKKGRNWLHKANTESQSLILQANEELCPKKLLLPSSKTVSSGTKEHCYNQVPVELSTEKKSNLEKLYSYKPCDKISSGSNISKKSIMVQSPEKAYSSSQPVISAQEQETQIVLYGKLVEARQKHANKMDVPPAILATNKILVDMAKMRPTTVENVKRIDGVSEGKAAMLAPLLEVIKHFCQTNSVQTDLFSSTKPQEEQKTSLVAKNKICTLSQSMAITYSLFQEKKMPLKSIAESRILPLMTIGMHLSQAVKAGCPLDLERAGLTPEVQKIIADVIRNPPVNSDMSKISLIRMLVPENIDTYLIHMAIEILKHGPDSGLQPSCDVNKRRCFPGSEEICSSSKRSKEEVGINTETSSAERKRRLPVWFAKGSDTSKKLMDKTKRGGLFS
#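 Primary qHTS, 1536-well format. 20 nM WRN + compound, 15 min RT; start with 100 nM forked fluorophore/quencher duplex, 2 mM ATP (final); kinetic read ex 525/em 598 nm.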
# IL-2 act – activators of IL-2. IL-2 activation reporter assay, cell-based qHTS; stimulated with anti-CD3/CD4/CD28 beads; in transgenic mouse T cells. activation, % (series mostly up to about 46 µM). 0.065% of 360,000 active. AID 652025; in the data active = activation above about 50%; inconclusive = mostly about 30% to 49%; also: 0% is about no effect
#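 Unstimulated transgenic mouse T cells; 60-min compound exposure; bead-based TCR/CD4/CD28 stimulation; 18 h culture, 37 degrees C; dual fluorescence (EGFP, DsRed) plate cytometry.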
# An asterisk follows results filed as active; ? = inconclusive; . = not tested or not shown; & = joins results of further samples; [ ] = another dose, or the depositor's remark. Unless noted, calls follow the shape of the dose curve; as a rule, active = well fitted curve in the direction sought with a large enough effect; inconclusive = small, poorly fitted or top-dose-only effect, or another doubt; inactive = no such curve, though single readings can be large; an effect the other way counts as inactive or inconclusive. Hits appear at their usual frequency. About 4.1% of those tested had a hit in this group.
structure	EPAC1 antagonist	IL-2 act	PLK1 PBD inh	Abeta rescue	EPAC1 ag	WRN inhibitor	FUS suppressor	PI5P4K alpha inh	aSyn yeast inh
O=C(NCCN1CCOCC1)C(=O)NCC1OCCN1S(=O)(=O)c1ccc(F)cc1 (stereo not drawn)	-19%	-0.9	3%	1%	-4%	-23%	.	7	4%
Cc1cc([N+](=O)[O-])cc(/C=N/n2c(C)nc3ccccc3c2=O)c1O	12%	-0.1	-6%	-85%[inhibitor]	3%	-18%	17%	-18	26%
COc1ccc(CCNc2cc(-c3ccccc3)nc3ncnn23)cc1	7%	-4.2	-6%	1%	-6%	3%	.	-11	5%
O=C(COC(=O)c1ccc(Br)o1)Nc1ccc(S(=O)(=O)N2CCCC2)cc1	-3%	-1.7	-7%	10%	14%	-3%	26%	.	-1%
CCOC(=O)C1CCCN(Cc2ccccc2OCC)C1 (stereo not drawn)	12%	1.7	0%	16%	-5%	4%	1%	.	0%
CC(C)O/C(=N\S(=O)(=O)c1ccc(Cl)cc1)c1ccccc1	2%	-1.6	3%	26%	-1%	-2%	-9%	.	-2%
COc1ccc(S(=O)(=O)N2CCOCC2)cc1NC(=O)COC(=O)CC1CC2CCC1C2 (stereo not drawn)	-15%	0.3	-1%	14%	9%	-8%	29%	1	-14%
CC1Cc2nc(SCC(=O)N3CCN(c4ccccc4)CC3)n(CCc3ccccc3)c(=O)c2S1 (stereo not drawn)	-3%	-4.8	-4%	6%	15%	-8%	14µM*	2	2%
CCOc1ccccc1CN1CCNC(=O)C1CC(=O)NCc1nccn1CC (stereo not drawn)	0%	-0.4	3%	-16%	-12%	8%	-5%	-3	0%
CCN(CC)CCN1C(=O)c2ccccc2NC1c1ccc(N(C)C)cc1 (stereo not drawn)	-2%	-0.4	-3%	3%	6%	1%	6%	3	-9%
Cn1nnnc1SCC(=O)Nc1ccccc1Cl	-2%	-1.0	-6%	5%	5%	-5%	17%	-2	-1%
Cc1[nH]c2ccccc2c1C(=O)CN1CCCCC1CCO (stereo not drawn)	-2%	1.8	-4%	-1%	-1%	2%	-3%	1	0%
O=C(C[n+]1cc(-c2ccccc2)n2c1CCCCC2)c1ccc(Br)cc1	2%	-0.5	-7%	30%	10%	6%	20%	-6	-5%
CC(C)Nc1ncnc2c1ncn2[C@H]1CN(Cc2ccc(Cl)cc2)C[C@@H](CO)O1	-5%	0.6	-5%	-9%	1%	-4%	-6%	2	0%
COc1ccc(-c2coc3cc(OC)cc(O)c3c2=O)cc1	8%	0.2	2%	13%	-5%	0%	-5%	-4	2%
O=C(O)C1=C[C@H](c2ccc(C(F)(F)F)cc2)C[C@H](OCCCCO)O1	-3%	1.1	-12%	5%	-8%	-3%	-22%	-3	1%
CCn1cc([N+](=O)[O-])c(C(=O)N2N=C(c3ccc4ccccc4c3)CC2c2cc(Br)ccc2O)n1 (stereo not drawn)	1%	3.2	1%	28%	1%	-9%	?	0	0%
CN(Cc1ccccc1)C(=O)c1ccc(NC(=O)Cc2cccc([N+](=O)[O-])c2)cc1	-1%	-1.5	-10%	3%	3%	-8%	32%	3	0%
CCOc1ncccc1C(=O)Nc1ccc(S(=O)(=O)Nc2cc(C)nc(C)n2)cc1	-12%	-0.2	-8%	-5%	4%	-3%	22%	0	-3%
O=C(NCC(c1ccco1)N1CCN(c2ccc(F)cc2)CC1)C(=O)NC1CC1 (stereo not drawn)	-7%	-2.4	1%	4%	0%	5%	6%	-6	0%
c1ccc(-c2nnc(CN3CCC4(CC3)OCCO4)o2)cc1	0%	0.1	-1%	1%	4%	3%	-16%	-7	-1%
CC(CCc1ccccc1)NC(=O)CNc1cccc([N+](=O)[O-])c1 (stereo not drawn)	?	-3.1	-11%	0%	-5%	-33%	15%	1	13%
COc1ccccc1NC(=O)Cc1nnc(SCC(=O)c2ccccc2)n1C	6%	-1.0	1%	-8%	-1%	-5%	-9%	-13	-4%
COc1ccc(C(=O)NCC(c2cccnc2)N2CCN(c3ccccc3)CC2)cc1OC (stereo not drawn)	6%	-0.6	-11%	-8%	3%	0%	2%	-3	-2%
CCCC1=NN(c2ccc([N+](=O)[O-])cc2)C(=O)/C1=C\N(C)C	8%	0.0	-1%	-6%	-16%	-8%	.	10	-17%
COc1ccc(C(=O)NCC(=O)OCCOc2ccc(Cl)cc2)cc1OC	3%	-4.4	-4%	3%	1%	-19%	.	-1	0%
COc1ccc(Cc2c(O)nc(SCC(=O)N3CCOCC3)[nH]c2=O)cc1	-7%	-1.2	-7%	-4%	6%	-7%	-1%	?	1%
Cc1cc(C)c(C#N)c(Nc2ccc(F)cc2)n1	11%	0.4	4%	-14%	8%	1%	-16%	-5	9%
N#CCCn1ncn(-c2ccccc2)c1=S	-19%	-0.8	-5%	-2%[9.22 µM]	7%	-26%	-34%	-4	-6%
NC(=O)c1ccccc1N=Cc1ccccn1	-6%	-2.0	-8%	24%	11%	1%	9%	3	.

# Continued; it opens with the two that closed the last part.
structure	EPAC1 antagonist	IL-2 act	PLK1 PBD inh	Abeta rescue	EPAC1 ag	WRN inhibitor	FUS suppressor	PI5P4K alpha inh	aSyn yeast inh
N#CCCn1ncn(-c2ccccc2)c1=S	-19%	-0.8	-5%	-2%[9.22 µM]	7%	-26%	-34%	-4	-6%
NC(=O)c1ccccc1N=Cc1ccccn1	-6%	-2.0	-8%	24%	11%	1%	9%	3	.
O=C1c2nc3ccccn3c2C(=O)N1Cc1ccccc1	9%	-1.9	-7%	0%	10%	1%	9%	.	10%
CCNC(=O)NC(=O)CSc1ccccc1F	0%	-0.1	?	-8%	2%	9%	.	4	-5%
NC(=O)c1ccccc1NC(=O)/C=C/c1ccc(Cl)cc1	1%	-2.0	-6%	1%	-3%	-6%	15%	.	-2%
COC(=O)C(NC(=O)c1c(C)nn(C)c1Cl)c1ccccc1 (stereo not drawn)	-11%	-0.6	2%	5%	5%	-9%	-1%	0	-5%
COc1ccccc1C(=O)NCCCNc1ccc([N+](=O)[O-])cc1	-7%	0.2	2%	0%	-9%	0%	-6%	1	0%
c1ccc(-c2csc3ncnc(N4CCc5ccccc5C4)c23)cc1	-10%	-0.4	0%	-12%	-3%	-16%	.	-2	-1%
COc1ccc(CCC(C)N2CCC(Oc3ccc(C(=O)N4CCCC4)cc3)CC2)cc1 (stereo not drawn)	4%	-3.1	-1%	-8%	-11%	2%[11.6 µM]	.	3	0%
Cc1noc(C)c1COC(=O)c1ccccc1NC(=O)Cc1ccccc1	6%	0.8	1%	7%	9%	-5%	19%	.	2%
CCOC(=O)C(=C1Nc2ccccc2N1)n1c(-c2cnccn2)nc2ccccc21	-2%	-0.8	-9%	-16%	-4%	-5%	15%	-7	-3%
Cc1cccc(C)c1NC(=O)CSc1nnc(NC(=O)c2ccccc2C(=O)O)s1	-4%	-3.7	-6%	5%	2%	-2%	-29%	5	-1%
O=C(NCc1cccs1)c1ccc(CS(=O)(=O)c2ccc(Cl)cc2)o1	-19%	1.1	-6%	-18%	8%	-9%	17%	.	2%
Cc1ccc(-n2c(SCC(=O)N(C)C)nnc2-c2ccco2)cc1	2%	-0.7	-10%	0%	4%	0%	-19%	-2	-1%
CC(NC(=O)COC(=O)c1ccccc1O)c1ccccc1 (stereo not drawn)	6%	-3.1	-1%	2%	3%	1%	-7%	1	0%
CC(NC(=O)CN1CCN(c2ccccc2F)CC1)c1ccccc1 (stereo not drawn)	-8%	-2.9	-12%	5%	-9%	16%	11%	0	-3%
Cc1cn(CC(=O)N[C@H](CO)Cc2c[nH]c3ccccc23)c(=O)[nH]c1=O	0%	0.0	6%	-1%	7%	-5%	3%	8	0%
COc1cc(CC(=O)Nc2ccc3nc(SC)sc3c2)cc(OC)c1OC	6%	0.0	4%	3%	-5%	1%	5%	-5	-2%
COc1cc2c(c(OC)c1OC)C(c1ccc(C)cc1)CC(=O)O2 (stereo not drawn)	4%	-0.4	-5%	-18%	-11%	-4%	14%	4	-1%
CCOC(=O)c1ccc(NC(=O)c2cccc(S(=O)(=O)N3CCOCC3)c2)cc1	-4%	-0.3	-23%	15%	-2%	-10%	18%	-12	4%
CC(C)(C)c1ccc(C2(C)NC(=O)N(CC(=O)c3ccc[nH]3)C2=O)cc1 (stereo not drawn)	-4%	-0.1	2%	-2%	2%	-8%	43%	.	-1%
O=C(Nc1nnc(-c2ccncc2)o1)c1ccccc1	1%	-2.3	7.5µM*	-21%	12%	?	2%	-84*	13%
CN(C)C(=O)CSc1cnc2ccccc2n1	7%	1.0	-4%	-4%	-11%	-3%	9%	0	-7%
Cc1ccc2nc(N(CCCN(C)C)C(=O)c3ccco3)sc2c1	-3%	-2.5	-2%	11%&-6%	-2%	-1%	-31%&-28%	-3	0%
COc1ccc(Cn2c(SCC#N)nc3ccc(N4CCOCC4)cc3c2=O)cc1	-5%	0.2	-23%	16%	7%	-5%	?	-10	4%
NCCCNC(=S)NCCCN(Cc1ccc(Cl)cc1)c1ccc(Br)cn1	-19%	-1.0	.	-32%	-2%	.	35%	.	-54%[inhibitor]
CC(=O)c1cc2c(cc1NS(=O)(=O)c1ccccc1)OCO2	0%	-0.8	-5%	20%	1%	-10%	-16%	1	2%
C=C(C)c1nc(N)nc(N)n1	-15%	-0.3	-7%	-12%	15%	14%	-21%	-6	0%
COCCN(C(=S)Nc1c(C)cccc1C)C(C)c1cccs1 (stereo not drawn)	3%	1.1	0%	26%	0%	2%	-12%	-6	8%
COc1ccc(NC(=O)C(OC(=O)c2cnc(C)cn2)c2ccccc2)cc1Cl (stereo not drawn)	-17%	-1.9	-6%	14%	16%	-9%	36%	4	-5%
